From PubChem
Cardio protect: protects H9c2 cardiomyocytes from peroxide injury; AID 588492; protection from H2O2 cell death, % at 20 µM; H2O2 injury protection, ATPLite, 2 h; hit rate 0.63% among 360,000;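 active = compounds giving at least 50% protection of heart cells from peroxide-induced death in the single-dose screen, raw or plate-pattern-corrected value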;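 also: 0% = DMSO wells with peroxide and 100% = DMSO wells without peroxide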
Vif inh: HIV Vif inhibition; hit rate 0.35% among 340,000; AID 602346; inhibition, % at 7.49 µM; HEK293T cells, Vif self-association by quenched fluorescence, imaging, 24 h; in the data active = inhibition above about 50%, passing the limit was not always enough; also: some results filed as inactive read as strong as hits
Glyco luc inh: N-linked glycosylation inhibition | D54 ERlucT glycosylation luciferase reporter, 24 h; percent of 100 nM tunicamycin response | reporter increase, % at 12.5 µM | hit rate 0.23% among 360,000;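 active = mean luciferase reporter signal, scaled so untreated is 0 and the glycosylation-blocking control 100, at or above a set limit in every replicate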;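 also: luciferase carries N-glycosylation sites so blocking glycosylation raises the light; 0% = median of neutral control wells and 100% = median of 100 nM tunicamycin wells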
ABCB6 inh 2: human ABCB6 transporter inhibition | Q9NP58 | K562-ABCB6 porphyrin accumulation, flow cytometry, 1 h; active compounds read low | fluorescence ratio to DMSO, % at 10 µM | hit rate 0.19% among 360,000 | AID 602162;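 active = fluorescence ratio to DMSO below 75%, the collection mean minus 3 SD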;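 also: signal is porphyrin accumulated inside mitochondria; 100% equals median channel fluorescence of DMSO control wells; lower ratio means ABCB6 inhibition with less porphyrin fluorescence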
Target sequence (Q9NP58 whole entry, looked up): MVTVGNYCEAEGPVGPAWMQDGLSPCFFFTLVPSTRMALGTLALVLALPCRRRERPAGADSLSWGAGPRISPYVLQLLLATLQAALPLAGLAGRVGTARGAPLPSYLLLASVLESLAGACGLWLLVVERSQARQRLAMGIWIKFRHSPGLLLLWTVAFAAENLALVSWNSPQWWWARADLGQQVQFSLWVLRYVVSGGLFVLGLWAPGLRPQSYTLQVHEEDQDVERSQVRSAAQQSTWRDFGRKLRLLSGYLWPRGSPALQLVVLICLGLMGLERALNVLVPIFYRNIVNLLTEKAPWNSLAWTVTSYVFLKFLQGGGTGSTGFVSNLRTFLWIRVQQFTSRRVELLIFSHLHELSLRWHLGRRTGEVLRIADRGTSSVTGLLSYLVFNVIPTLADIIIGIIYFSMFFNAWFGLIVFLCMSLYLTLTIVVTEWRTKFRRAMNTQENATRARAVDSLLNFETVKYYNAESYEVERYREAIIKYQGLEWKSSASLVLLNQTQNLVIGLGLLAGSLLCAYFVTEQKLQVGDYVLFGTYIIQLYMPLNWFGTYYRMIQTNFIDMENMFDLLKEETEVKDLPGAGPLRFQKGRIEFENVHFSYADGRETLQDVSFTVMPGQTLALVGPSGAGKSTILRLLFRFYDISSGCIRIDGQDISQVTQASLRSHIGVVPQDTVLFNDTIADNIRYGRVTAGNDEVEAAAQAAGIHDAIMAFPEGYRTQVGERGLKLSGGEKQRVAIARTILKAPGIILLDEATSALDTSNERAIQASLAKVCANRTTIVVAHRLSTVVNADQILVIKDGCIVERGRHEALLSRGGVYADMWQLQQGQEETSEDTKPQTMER
MC4R antagonist: antagonists of human melanocortin 4 receptor (MC4R); P32245; inhibition, % at 6.5 µM; MC4R-expressing cells, MTII-stimulated cAMP, LANCE TR-FRET; hit rate 0.48% among 360,000; AID 540295;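 active = inhibition above its plate's cutoff, the mean of tested wells on that plate plus 3 SD, cut at about 29% in these data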;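 also: 0% = Melanotan II alone and 100% = Melanotan II plus saturating MCL0020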
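Material – human MC4R-expressing U2OS cells · Repeats – no replicates · Detection – TR-FRET with Eu-cAMP and labeled anti-cAMP, 671 nm · Times – compound 30 min, challenge 1 h, detection 1 h · Compound – single nominal compound dose of 6.5 µM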
aDG glyco up: increases alpha dystroglycan glycosylation | Pro5-aDG cells, alpha-DG glycosylation AlphaScreen (IIH6); 0% Pro5, 100% B10-LARGE cell signal | activation, % at 10 µM | hit rate 0.22% among 360,000 | AID 624168;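 active = activation of at least 8% versus controls, or a plate z-score of at least 8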;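 also: Pro5 are CHO cells carrying HIG-tagged alpha-DG that lacks glycosylation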
m5-HT2A agonist: mouse HTR2A agonism via beta-arrestin recruitment; P35363; CHO-K1 mHTR2A beta-arrestin complementation, luminescence; percent of 30 µM serotonin response; activation, % at 7.6 µM; hit rate 0.66% among 360,000;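 active = activation above a run cutoff, the mean activation of all tested compounds plus 3 SD, cut at about 14% in these data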;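 also: 0% = plate median of compound wells and 100% = 30 µM serotonin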
CaV13 ICDI inh: Disruptors of the CACNA1D IQ motif to Ca2+-dependent inactivation inhibitor domain association, primary screening, Förster resonance energy transfer in intact living …. inhibition, % at 12.3 µM. hit rate 0.098% among 340,000. HEK cells, CFP/YFP FRET ICDI-IQ, plate reader, 10 min; percent FRET-ratio fall versus neutral wells. AID 743397;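 active = mean replicate inhibition of at least 30% and at least 1% of replicates passing that level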;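 also: 0% = median of the neutral control wells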
PDI inh: PDI (human) enzyme inhibition. P07237. PDI insulin aggregation turbidity, A650, 90 min. inhibition, % at 10 µM. hit rate 0.052% among 350,000;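 active = mean inhibition across replicates of 30% or more, whatever share of single replicates reach that level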;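 also: absorbance from insulin aggregation driven by PDI reduction with DTT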
MC4R ag barr: human MC4R agonism via beta-arrestin | AID 540308 | U2OS MC4R beta-arrestin complementation, luminescence; percent of melanotan II response, DMSO zero | activation, % at 8.9 µM | hit rate 0.98% among 360,000;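 active = activation above a per-plate cutoff, the mean activation of sample wells on that plate plus 3 SD, cut at about 8% in these data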
Numbers without * were called inactive; · = no result given; & = joins results of further samples. This is a random part of the collection (roughly 3.6% active in at least one column).

canonical_smiles	Cardio protect	Vif inh	Glyco luc inh	ABCB6 inh 2	MC4R antagonist	aDG glyco up	m5-HT2A agonist	CaV13 ICDI inh	PDI inh	MC4R ag barr
CCCOc1ccc(C2C3=C(Nc4nc(N)[nH]c(=O)c42)c2ccccc2C3=O)cc1 (stereo unspecified)	1	-3	0	100	27	-0.1	6	-4	5	-1.4
Cc1cccc(NC(=O)/C(=C\c2ccco2)NC(=O)c2ccccc2)c1	6	-3	0	103	11	-0.3	-1	-3	1	-1.9
O=C(NCCCN1CCN(c2cccc(Cl)c2)CC1)C1CCC(=O)N1Cc1ccccc1Cl (stereo unspecified)	-7	-2	-5	102	-5	2.2	8	·	-8	1.9
COc1ccc(C2c3ccc(O)cc3Oc3ncn4nc(-c5ccco5)nc4c32)cc1OC (stereo unspecified)	40	-7	1	100	3	-0.1	-3	-7	8	1.9
Cc1ccc(NC(=O)c2ccc(Nc3c([N+](=O)[O-])cc([N+](=O)[O-])cc3[N+](=O)[O-])cc2)cc1	-28	-4	0	97	6	-0.6	1	-5	3	-2.5
c1ccc2c(c1)CC1(CCCC1)N=C2N1CCOCC1	1	4	0	96	-4	-0.2	-5	-2	-5	-1.1
CC(=O)OC[C@H]1O[C@@H](Oc2cc3ccc(=O)oc3cc2OC(C)=O)[C@H](OC(C)=O)[C@@H](OC(C)=O)[C@@H]1OC(C)=O	15	·	3	102	1	0.3	-1	-5	-4	-2.4
C=CCC1CCCCC12NC(=O)NC2=O (stereo unspecified)	2	9	2	95	4	-0.1	0	-4	0	-2.2
Cc1cc(NC(=O)c2cc(C3CC3)on2)n(-c2ccccc2)n1	8	18	-1	97	5	-0.2	3	-3	·	-0.1
O=C(c1cccs1)c1ccccc1Cc1cccs1	-10	3	0	95	8	0.1	-8	-16	3	-1.1
CC(C)(C)C(=O)Cn1c(NCCO)nc2ccccc21	4	-21	-1	106	3	-0.1	-4	-6	-6	-0.7
COc1ccc(NC(=O)CCc2nc3ccccc3[nH]2)cc1	-3	-2	3	96	10	0.0	0	-6	1	-0.7
CCOc1ccc(NC(=O)[C@@H](NC(=O)OCc2ccccc2)[C@@H](C)CC)cc1	5	3	0	105	2	-0.1	1	-3	-17	-1.3
O=C(Nc1cccc(-c2cn3ccccc3n2)c1)C1CC1	1	-7	4	90	0	0.1	-1	-6	12	-2.5
CC(=O)c1c(C)[n+]([O-])c2ccc3c(non3O)c12	-1	4	0	95	-3	0.3	-3	-2	-4	-0.7
CC1CC(C)(C)CC2(C1)NC(=O)N(CC(=O)NCCc1c[nH]c3ccccc13)C2=O (stereo unspecified)	8	-5	0	98	-2	0.0	4	-4	25	-1.2
COc1cc(NC(=O)CSc2nc3[nH]c(=O)cc(O)c3s2)cc(OC)c1OC	16	0	1	99	9	0.2	0	-3	0	-0.5
COc1ccc2nc(Nc3ccc4c(c3)OCO4)sc2c1	-8	53*	-3	94	-8	-0.1	-5	·	-5	3.5
COc1ccc(CN2CCNC(=O)C2CC(=O)N(C)Cc2nonc2C)c(F)c1 (stereo unspecified)	-1	5	2	107	9	-0.1	1	-6	-5	-0.9
N#C/C(=C\c1ccc(Cl)s1)C(=O)N1CCN(c2ccccc2)CC1	-1	-1	1	100	13	-0.1	0	-19	10	1.0
Cc1cccc(C(=O)N/N=C/c2ccc3c(c2)OCO3)n1	-1	-2	1	90	2	-0.2	0	-5	1	2.2
Cc1noc(C)c1C(=O)N1CCN(CCc2ccccc2)CC1	9	-2	-1	101	-9	-0.2	-2	-11	-4	-2.1
COc1ccc(-n2c(=O)c3ccccc3n(CC(=O)OCc3ccccc3)c2=O)cc1OC	7	-5	-2	96	10	-0.1	-3	-17	-9	-2.1
O=C(CC(=O)c1cccnc1)c1ccccc1	21	-12	4	103	4	0.0	0	-5	6	0.4
CC(=O)/C=C\c1ccc(OC(=O)c2cccnc2)cc1	3	-3	0	100	12	0.0	1	-3	0	-1.0
O=C(CCN1C(=O)C2CC=CCC2C1=O)Nc1cc(C(F)(F)F)ccc1N1CCCC1 (stereo unspecified)	0	8	0	94	2	-0.1	-3	-5	2	-1.3
Cc1ccccc1NC(=O)Nc1ccccn1	0	-1	0	94	10	-0.1	-1	-4	-3	0.6
COc1ccc(OC)c(S(=O)(=O)NCC(=O)O)c1	-3	6	0	102	5	0.3	4	-6	-1	-1.4
CCCNC(=O)C1(C)CCN(Cc2noc(-c3ccccc3OC)n2)C1 (stereo unspecified)	-6	1	-1	102	6	-0.1	2	-7	4	0.8
O=S(=O)(c1cccc(C(F)(F)F)c1)N(CCCN1CCOCC1)Cc1cccs1	-2&-2	13&-11	-2&-5	94&98	0&4	1.6&0.3	-7&-1	2&-5	-1&4	0.0&-2.7
Cc1cccnc1C(NC(=O)C1CCN(Cc2cn(C)c3ccccc23)CC1)c1ccc(Cl)cc1 (stereo unspecified)	-16	28	-7	95	8	0.9	-8	-5	11	-1.8
CCOc1cc(C(=O)CCC(=O)OCC(=O)Nc2ccc(F)cc2)ccc1O	-9	-8	2	97	2	0.0	11	-6	-1	-3.0
Cc1cccc(C)c1OCCCCN1CCNCC1	3	2	1	96	3	0.1	1	-4	-5	0.8
COCC(=O)N1CCC(Oc2ccc(C(=O)N3CCCCCC3)cc2)CC1	3	15	-2	92	2	0.2	2	-5	1	-2.5
Cc1cccc(N2CCN(Cc3nc(-c4ccc(F)cc4F)oc3C)CC2)n1	20	8	-1	103	-6	0.4	-4	-4	7	-2.1
CN(C)Cc1c(C(=O)N/N=C/c2cccc3ccccc23)nnn1-c1nonc1N	2	3	0	102	5	0.6	-1	1	-3	0.5
CC(=O)Nc1ccc(Oc2ccc(S(=O)(=O)N3CCCC3)cn2)cc1	0	-1	1	109	6	-0.1	7	-6	-1	-2.5
COc1ccccc1NS(=O)(=O)c1ccc(NC(=O)c2nc3nc(C)cc(C(F)F)n3n2)cc1	6	·	0	103	10	-0.1	-3	-3	1	-1.2
CCOCCCNC(=O)C(c1ccccc1)N(Cc1cccs1)C(=O)CNC(=O)c1ccccc1 (stereo unspecified)	41	-18	-1	94	2	0.0	3	-2	3	-1.9
COC(=O)c1sccc1NC(=O)C1CC=CCC1C(=O)O (stereo unspecified)	6	-2	4	97	16	0.1	0	-3	4	-0.6
NC(=O)C1c2ccccc2Oc2ccccc21	-1	8	0	95	0	0.0	7	-18	-2	-0.7
CC(C)CCNc1nc2ccccc2nc1NS(=O)(=O)c1cccs1	-3	11	1	89	-1	-0.1	1	-4	6	1.1
O=C(CCS(=O)(=O)c1ccc(F)cc1)Nc1nc(-c2ccncc2)cs1	-2	-6	-8	99	13	0.2	7	-7	-5	-1.1
COc1cc(C2C(C#N)=C(N)OC3=C2C(=O)CC(C)(C)C3)ccc1OC(=O)N1CCOCC1 (stereo unspecified)	5	5	1	104	-1	-0.1	0	-6	-4	-1.0
Nc1cc(N)nc(SCC(=O)NNC(=O)Cc2ccccc2)n1	5	-5	1	97	8	0.0	0	-3	8	-2.2
COc1ccc2c(c1)[C@H]1[C@H](CO2)[C@H](c2ccccc2)[C@]2(C)C(=O)Nc3ccc(Br)cc3C(=O)N12	-5	-1	41*	97	-3	-0.3	1	-12	6	-0.2
COc1ccc2oc(=N)c(C(=O)Nc3ccccc3Cl)cc2c1	-11	-2	-10	99	26	-0.2	4	-20	6	0.6
COc1ccc(-c2oc3ccccc3c(=O)c2OCC(=O)O)cc1	0	6	2	99	5	0.6	8	2	-8	0.5
COc1ccc(NC(=O)CN(C)CC(=O)Nc2cccc3ccccc23)c(OC)c1	2	-7	2	98	-1	0.1	8	-6	-3	-2.8
O=C(NC1CCCCC1)c1ccc(-n2cncn2)c([N+](=O)[O-])c1	0	9	4	104	2	0.1	0	-6	-2	0.0
Nc1cccnc1-n1nc(C(F)(F)F)cc1C(F)(F)F	12	7	-1	98	8	-0.3	2	2	3	0.1
C/C(CC(=O)Nc1ccc2c(c1)OCCO2)=N\NC(=O)Cc1ccccc1	-3	21	-1	93	-9	-0.1	0	-6	-6	-0.2
CCC1(C)Cc2c(sc3nc(NC)n(C)c(=O)c23)CO1 (stereo unspecified)	15	-5	2	98	-1	0.3	5	·	-12	-2.4
Cc1ccc(C(=O)NCC(=O)OCC(=O)c2ccc3c(c2)OCCO3)cc1C	-2	32	3	96	4	-0.2	-1	-5	-6	-0.9
CNc1nc(C(=O)O)nc(N2CCOCC2)n1	10	-4	1	102	-1	-0.2	-2	-8	-6	0.4
Cc1nc2c(-c3ccc(F)cc3)c(C)nn2c(C)c1CCC(=O)Nc1ccccc1F	-2	-1	-4	97	2	0.0	3	-3	-10	13*
COc1cccc(Nc2nc(C(N)CCc3ccccc3)cs2)n1 (stereo unspecified)	-13	-9	-1	97	-22	2.0	5	-6	2	16*
COc1ccc(CN(CCC(C)C)S(=O)(=O)c2ccccc2Br)c(OC)c1	-33	-7	-6	99	7	0.0	-7	-9	-5	-2.2
c1ccc(OCCNc2nc(NCC3CC3)nc3cc(-c4ccccc4)sc23)cc1	-28	-8	-15	89	15	6.1	-6	-5	0	-1.6
Cc1ccc2c(CN3CCCCC3C)cc(=O)oc2c1C (stereo unspecified)	-7	2	-4	118	3	0.0	0	-2	11	1.6

Next section.
canonical_smiles	Cardio protect	Vif inh	Glyco luc inh	ABCB6 inh 2	MC4R antagonist	aDG glyco up	m5-HT2A agonist	CaV13 ICDI inh	PDI inh	MC4R ag barr
Cc1ccc(/C(N)=N/OC(=O)C(C)c2ccc([N+](=O)[O-])cc2)cc1 (stereo unspecified)	-6	-4	-1	99	21	-0.1	-3	-22	-3	3.9
Cc1ccc(SCC(=O)Nc2cc(C)on2)cc1	-3	-15	1	100	3	-0.2	-1	-4	1	-1.4
CN1C(C)(C)CC(=NOC(=O)c2ccccc2)CC1(C)C	8	-23	-1	94	0	0.2	-1	-5	-3	-0.1
COc1cc(C2C3=C(CC(C)(C)CC3=O)N(C)C3=C2C(=O)CC(C)(C)C3)ccc1O	4	11	1	102	0	0.1	13	5	12	-1.9
O=C(COC(=O)c1cccc(S(=O)(=O)NCc2ccccc2)c1)c1ccccc1	-9	-8	-1	89	-10	0.1	-8	-3	1	-2.9
COC(=O)Cn1ncc2c3ccccc3n(C)c2c1=O	-2	-4	0	99	-1	0.1	-1	-4	11	-1.4
CN(C(=O)c1cccc(NC(=O)C2CCCN(C(=O)OC(C)(C)C)C2)c1)C1CCC1 (stereo unspecified)	-8	3	0	98	1	0.0	1	-4	-4	-1.0
COc1ccc2nc(NC(=O)C3=NN(c4ccccc4)C(=O)CC3)sc2c1	14	9	-1	110	19	0.1	-1	-3	2	1.2
